# NPYLR7 agonist = activates Aedes aegypti NPYLR7 receptor. HEK293T NPYLR7/Galpha15, GCaMP6s calcium fluorescence. 0.15% of 270,000 active. activation, % at 10 µM; in the data active = activation above about 40%;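 note: 0% = vehicle and 100% = reference agonist at the receptor; some compounds past the cut are filed as inactive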
# mcGAS inh = blocks mouse cGAS activity. AID 1259399. 0.15% of 160,000 active. Q8C6L5. inhibition, % at 12.5 µM. recombinant cGAS, Kinase-Glo ATP depletion luminescence;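 note: 0% = negative control wells and 100% = reference inhibitor with no enzyme activity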
# hcGAS inh = inhibitors of human cGAS; recombinant h-cGAS, ATP depletion, Kinase-Glo luminescence; inhibition, % at 12.5 µM; Q8N884; AID 1259398; 0.081% of 290,000 active;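 note: 0% = vehicle reaction and 100% = reaction without DNA for no activity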
# Target sequence (Q8N884 whole entry, looked up): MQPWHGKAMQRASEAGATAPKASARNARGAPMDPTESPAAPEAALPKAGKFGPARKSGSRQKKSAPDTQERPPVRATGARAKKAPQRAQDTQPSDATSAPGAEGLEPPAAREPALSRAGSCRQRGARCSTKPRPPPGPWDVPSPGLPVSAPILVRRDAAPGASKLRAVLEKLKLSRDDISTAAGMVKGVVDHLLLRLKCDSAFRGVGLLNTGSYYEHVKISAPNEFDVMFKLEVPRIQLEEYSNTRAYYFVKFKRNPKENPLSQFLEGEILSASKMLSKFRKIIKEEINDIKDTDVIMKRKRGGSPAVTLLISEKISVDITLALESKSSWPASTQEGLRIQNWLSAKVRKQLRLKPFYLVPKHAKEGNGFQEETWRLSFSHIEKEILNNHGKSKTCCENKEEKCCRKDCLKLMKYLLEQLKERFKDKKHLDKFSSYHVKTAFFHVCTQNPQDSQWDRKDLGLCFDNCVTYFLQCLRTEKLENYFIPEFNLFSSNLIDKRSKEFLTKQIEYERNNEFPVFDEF
# Numbers without * were called inactive; / = not tested or not shown; & = joins results of further samples. Cut-off read from the data, not from the text of the source, unless noted: active = inhibition above about 40%; inactive = the rest. An unsorted share of the library; about 0.29% have a hit in one of these screens.
# Sample of the layout, six compounds:
SMILES,NPYLR7 agonist,mcGAS inh,hcGAS inh
CC1=CC[C@@H]2CN(C(=O)c3cc(Cn4ccc5ccccc54)[nH]n3)C[C@@H]2C1,25,-17,-6
CCCCc1ncc(CN2CCCC(N(C)Cc3ccccc3)C2)[nH]1 (stereo not drawn),17,-10,-4
CC1(C(=O)NS(=O)(=O)c2ccc(F)cc2F)CCN1C(=O)C/C=C/c1ccccc1 (stereo not drawn),0,/,1
Cc1ccc(F)c(Oc2cc(N3CCN(c4ccccc4F)CC3)ncn2)c1,-7,-8,-3
Cc1cc(/C=C2/SC(=S)N(CC(=O)O)C2=O)c(C)n1-c1ccc([N+](=O)[O-])cc1,-6,/,-6
CC(C)(C)C(=O)NCCc1cn(-c2ccccc2)c2ccccc12,11,/,-6

# Main list, from the first entry:
SMILES,NPYLR7 agonist,mcGAS inh,hcGAS inh
CC1=CC[C@@H]2CN(C(=O)c3cc(Cn4ccc5ccccc54)[nH]n3)C[C@@H]2C1,25,-17,-6
CCCCc1ncc(CN2CCCC(N(C)Cc3ccccc3)C2)[nH]1 (stereo not drawn),17,-10,-4
CC1(C(=O)NS(=O)(=O)c2ccc(F)cc2F)CCN1C(=O)C/C=C/c1ccccc1 (stereo not drawn),0,/,1
Cc1ccc(F)c(Oc2cc(N3CCN(c4ccccc4F)CC3)ncn2)c1,-7,-8,-3
Cc1cc(/C=C2/SC(=S)N(CC(=O)O)C2=O)c(C)n1-c1ccc([N+](=O)[O-])cc1,-6,/,-6
CC(C)(C)C(=O)NCCc1cn(-c2ccccc2)c2ccccc12,11,/,-6
CC(C)(C)c1noc(COC(=O)c2sccc2C2CC2)n1,-6,-17,-9
Cc1ccc2c(c1)c(=O)c(C(=O)N1CCCC(O)(CN(C)C)CC1)cn2C (stereo not drawn),9,/,-2
CCCCOC(=O)Nc1ccc(S(=O)(=O)Nn2cnnc2)cc1,-2,-9,-18
Cn1ncc2c(=O)n(CC(=O)Nc3ccccc3Cl)cnc21,4,/,-6
CCCNC(=O)C(=O)NCCO,4,/,-6
NC(=O)C1CCN(C(=O)c2csc(CSc3nnc(-c4cccnc4)n3-c3cccc(C(F)(F)F)c3)n2)CC1,12,-4,0
Cc1cc(C)n(-c2cc(Cl)ccc2-c2cncc(C(=O)N3CCCC3)n2)n1,12,/,3
COc1cccc(CN(C(=O)c2ccc(-c3ccn[nH]3)cc2)C2CC2)c1,17,-10,-3
O=C(Cn1nc(-c2ccco2)ccc1=O)N1CCCc2ccccc21,3,/,-2
COc1ccccc1CCC(=O)N1CCCC(N2CCN(c3ccc(F)cc3)CC2)C1 (stereo not drawn),6&-1,/,2&-6
Cc1cc2nc(SC3CCCC3)c3ccccc3n2n1,5,/,-6
Cc1cnc(CCNC(=O)C2CCOCC2)n1C(C)C,/,1,8
Clc1ccc(CN2C3=NCCN3c3ccccc32)cc1,-2,1,0
O=C1CC(c2ccc(F)cc2F)c2ncn(-c3cccnc3)c2N1 (stereo not drawn),0,/,-10
Clc1cc(CSc2nc3ccccc3o2)cc2c1OCCO2,10,/,-7
CCOC(=O)C1(Cc2ccccc2)CCCN(Cc2cnc(N3CCOCC3)s2)C1 (stereo not drawn),-1,/,3
COc1cc(C(=O)N2CCN(Cc3ncccc3C)CC2)nc(OC)n1,/,-18,-4
CCc1nc(CNC(=O)C2CSCN2C(=O)C2CCCCC2)cs1 (stereo not drawn),/,-3,-16
CCCS(=O)(=O)Nc1ccc(N(C)C)c(CN(Cc2ccco2)C(=O)c2ccc(F)cc2)c1,-4,-3,-5

# Part of the list above, limited to mcGAS inh and NPYLR7 agonist:
SMILES	mcGAS inh	NPYLR7 agonist
CCOC(=O)C1(Cc2ccccc2)CCCN(Cc2cnc(N3CCOCC3)s2)C1 (stereo not drawn)	/	-1
CCCCOC(=O)Nc1ccc(S(=O)(=O)Nn2cnnc2)cc1	-9	-2
CC(C)(C)c1noc(COC(=O)c2sccc2C2CC2)n1	-17	-6

# The listing picks up, repeating the four entries before the break.
SMILES,NPYLR7 agonist,mcGAS inh,hcGAS inh
CCOC(=O)C1(Cc2ccccc2)CCCN(Cc2cnc(N3CCOCC3)s2)C1 (stereo not drawn),-1,/,3
COc1cc(C(=O)N2CCN(Cc3ncccc3C)CC2)nc(OC)n1,/,-18,-4
CCc1nc(CNC(=O)C2CSCN2C(=O)C2CCCCC2)cs1 (stereo not drawn),/,-3,-16
CCCS(=O)(=O)Nc1ccc(N(C)C)c(CN(Cc2ccco2)C(=O)c2ccc(F)cc2)c1,-4,-3,-5
Cc1ccc(N=Nc2c(-c3ccc([N+](=O)[O-])cc3)[nH]n(-c3nc(-c4ccccc4)cs3)c2=O)c(C)c1,5,-6,-2
O=C(c1ccc(-c2ccccc2)cc1)C1CCCN(C(=O)CN2CCOC2=O)C1 (stereo not drawn),9,-3,-10
COc1ccc(CCC(=O)NNc2cccc(Cl)c2)cc1Br,-4,/,-6
CC(C)(COc1ncc(Cl)cc1Cl)NCCN1CCOC1=O,11,/,-11
Cc1ccc(CN(CC(O)Cc2ccccc2)CC2CCCO2)c(C)c1 (stereo not drawn),-1,-6,-3
CN(C(=O)CN(C)S(=O)(=O)c1ccc(Br)cc1Cl)C1CCCCC1,7,/,-7
CCN(C(=O)c1cnn(C)c1)C(Cc1ccc(C)cc1)C1CC1 (stereo not drawn),1,/,-10
OC(c1ccc2c(c1)CN(Cc1cccn1-c1ncccn1)CCO2)c1c(F)cccc1Cl (stereo not drawn),22,-11,-5
COc1ccc2oc(=O)c(-c3nnc(Nc4cc(Cl)ccc4OC)s3)cc2c1,56*,-4,-10
Cc1ccc(-c2ccc(CCC(=O)NCCc3cccc(Cl)c3)n2-c2ccc(CC#N)cc2)c(C)c1,4,-12,-8
Cc1nc2c(-c3ccccc3)c[nH]n2c(=O)c1C,-2,1,9
COCCCn1c(SC(C#N)C2CCCCC2)n[nH]c1=O (stereo not drawn),2,-11,-5
CCCCc1ccc(N2CC(C)Cn3c2nc2c3c(=O)n(CC)c(=O)n2C)cc1 (stereo not drawn),3,-9,-5
COc1ccccc1C(=O)NC(C)c1nnc(SCc2cccc(C)c2)n1-c1ccc(C)cc1 (stereo not drawn),5,-5,-6
CC(=O)CSc1nnc(-c2ccccc2)c2sc(C)nc12,1,-5,0
CCOC(C)c1nc(-c2ccc(NC(C)=O)cc2)cs1 (stereo not drawn),-2&10,/,7&-10
FC(F)(F)C1(C(F)(F)F)C2C=CC(C2)N1c1nccs1 (stereo not drawn),-5,/,1
CCCCN(Cc1cccn1Cc1ccc(Br)cc1)C(=O)CN(CCCC)S(=O)(=O)c1ccc(Cl)cc1,/,-5,-5
CNC(=O)C1CN(C(=O)NC2CCCCC2)CC12CCCC2 (stereo not drawn),/,-5,-10
COC(=O)c1ccc(CSc2nnc(-c3ccccc3)c3sc(C)nc23)o1,3,-7,-11
O=C(c1cnccn1)N(Cc1ccco1)C1(C(=O)NC2CCCCC2)CCCCC1,-1,/,4
O=C(NC1CCCc2c1cnn2-c1ccc(F)cc1F)c1ccc2c(c1)OCO2 (stereo not drawn),6,/,-11
CCC/C=C/c1nccc(N2CCCC(O)C2)n1 (stereo not drawn),2,-22,-4
Cc1ccc(F)c(CNC2CCN(c3ccc(NC(=O)c4ccccc4F)cc3)CC2)c1F,15,-13,-8
CNc1nn(CC(=O)NCc2ccccc2)c(N)c1-c1nc(-c2ccc(C)cc2)no1,1,-10,-4

# Among those listed so far, these have a cyano group.
SMILES,NPYLR7 agonist,mcGAS inh,hcGAS inh
Cc1ccc(-c2ccc(CCC(=O)NCCc3cccc(Cl)c3)n2-c2ccc(CC#N)cc2)c(C)c1,4,-12,-8
COCCCn1c(SC(C#N)C2CCCCC2)n[nH]c1=O (stereo not drawn),2,-11,-5

# Next part.
SMILES,NPYLR7 agonist,mcGAS inh,hcGAS inh
CCCCS(=O)(=O)N1CCN(CCCOC(c2ccc(Cl)cc2)c2ccc(Cl)cc2)CC1,4,-7,-11
C=CCNC(=O)C(NC(=O)c1ccc2c(c1)OCO2)C1CCN(C(=O)c2cccc(F)c2)CC1 (stereo not drawn),18,-5,-4
Cc1cc(=O)n2c(-c3ccc(NC(=O)NCc4ccccc4)cc3)csc2n1,-2,-1,0
O=C(Nc1ccccc1)Oc1ccc2sc(=O)oc2c1,5,-3,-5
Cn1ccnc1CCNC(=O)C(C)(C)c1cccc(C(F)(F)F)c1,21,-15,-7
CC(C(=O)NC1CC1)N1CCN(C(=O)c2occc2-c2ccccc2)CC1 (stereo not drawn),14,-16,-11
CS(=O)(=O)N1CCCC(C(=O)Nc2ncc(Cc3cccc(F)c3)s2)C1 (stereo not drawn),13,/,-1
O=C(CCN1CCCC(Oc2ccc(F)cc2)C1)Nc1nccs1 (stereo not drawn),17,-11,0
CC(NC(=S)NC1CCN(C)CC1)C12CC3CC(CC(C3)C1)C2 (stereo not drawn),-13,/,0
CCN(Cc1nccn1C)C(=O)c1ccc(NC[C@H]2C[C@H]3C=C[C@H]2C32CC2)nc1,4,/,-3
Cn1c(/C=C/c2ccccc2)cc[n+]1C,1,-4,0
Cc1cnccc1N1CCCN(C(=O)c2cccc(-n3cccn3)c2)CC1,3,/,-6
Cc1ccc(Cn2c(=O)n(C(C)C)c(=O)c3oc4ccccc4c32)cc1,9,-8,-10
COc1cc(=O)n2c(c1C(=O)Nc1cnc3n1CCCC3)CCNCC2,-1,-17,-2
C=CCn1c(N2CCCCCC2)nc2c1c(=O)[nH]c(=O)n2C,-2,/,-17
Cc1sc2nc(C)n(N)c(=O)c2c1-c1ccc(Cl)cc1,-6,/,1
Cc1nc(CN(Cc2cccnc2)C2CCN(C)CC2)co1,2,/,-7
COCCN1Cc2ccccc2N(CC(O)Cc2ccccc2)CCC1=O (stereo not drawn),16,-6,1
c1ccc(CCc2nc3ccccn3c2NCc2ccccc2)cc1,/,-2,-2
Cc1ccc(C)c(Cn2cnc3cc(C)c(C)cc32)c1,5,1,-1
Cc1ccc(S(=O)(=O)NCC(c2ccsc2)N2CCN(C)CC2)cc1C (stereo not drawn),-2,-5,-3
COc1ccccc1-n1c(C)nnc1SCc1ccc(C(=O)NCc2cccc(C(F)(F)F)c2)cc1,/,-3,-1
COc1ccccc1C1CN(CC(=O)NC(c2ccco2)C(F)(F)F)Cc2ccccc2O1 (stereo not drawn),26,-13,-9
OCCN1CCN(CCCN2c3ccccc3Sc3ccc(C(F)(F)F)cc32)CC1,-4&-5&-4&-3,0&5,2&2&1&5&2
Nc1nc(CN2CCN(c3ncccn3)CC2)cs1,3,-3,6
SMILES,NPYLR7 agonist,mcGAS inh,hcGAS inh
COc1ccccc1N1CCN(C(=O)c2nn(-c3ccccc3C)c(=O)cc2OC)CC1,5,/,-7
COc1ccc(NC(=O)c2cc3ccccc3oc2=O)c(OC)c1,-5,/,-4
C=c1oc(C)cc1=C1NN=C(CCC(=O)N2CCN(c3ccccc3OC)CC2)O1,20,/,-9
CCOc1ccc(-c2ccnc(N3CCN(C(=O)CSc4ccccc4)CC3)n2)cc1,15,-4,-5
C=CCOC(CN1CCN(C(=O)CC(=O)OC)CC1)c1cccc(N2CCCC2)c1 (stereo not drawn),/,-6,-2
CC(C)CS(=O)(=O)CC(=O)Nc1ccnn1CCc1ccccc1,19,/,-6
Cc1[nH]cnc1-c1nccn1CCN1CCCOC1=O,4,0,-3
N#Cc1c(C(F)(F)F)cc(-c2cccs2)[nH]c1=S,11,/,-8
CSc1ncc(CNCc2cccnc2N2CCCCCCC2)cn1,2,/,4
C=CCSc1nc2c(c(=O)[nH]c(=O)n2C)n1CC(=C)C,-6,/,-4
CN(C)S(=O)(=O)c1ccc2nnn(OCC(=O)NC3CCCCC3)c2c1,3,/,3
CC(C)(C)NC(=O)N(Cc1ccc(OCc2nc(CO)cs2)cc1)C1CC1,-3,-5,-4
COCC(C)N=C1NN=C(c2ccc(O)cc2O)CS1 (stereo not drawn),-5,/,-2
O=C(NCCN1CCCC1)c1ccc(-c2cc(-c3ccc4c(c3)OCCO4)n[nH]2)cc1,/,-5,-4
CC(C)NC(=O)[C@@H]1C[C@@H](N)CN1Cc1cc2ccccc2[nH]1,-4,/,-3
CC(C)=CCN1CCc2ccccc2N(CC(O)C(F)(F)F)CCC1=O (stereo not drawn),-3,-1,4
CN(Cc1ccc2cccc(Cl)c2n1)Cc1ncc[nH]1,/,-1,4
Cc1ccn2c(=O)c(C(=O)NCCN(C)C)c(O)nc2c1,-1,-4,4
CNC(=O)[C@@H]1C[C@H](N)CN1C(=O)c1cc2ccc(OC)cc2n1C,-7,-12,-6
CN(C)C(=O)c1nn(Cc2ccccc2)c2c1CN(C(=O)CC1=CCCCC1)CC2,19,-8,-12
C[C@@H](NC(=O)N1C[C@H](N(C)C)C[C@H]1CO)c1ccc(Cl)cc1,/,-11,-7
CC(=O)C(Sc1nn(C)c(=S)s1)C(=O)Nc1ccccc1 (stereo not drawn),-6,/,-2
O=c1[nH]nc(C2CCCN(C/C=C/c3ccco3)C2)n1-c1ccccc1 (stereo not drawn),2,/,-6
C/C=C/C(=O)NCCC(=O)N1CCC(C(=O)NCc2cccc(OC)c2)CC1,18,-5,-2
O=C(CN1C(=O)c2cccc([N+](=O)[O-])c2C1=O)Nc1ccc(Cl)c(Cl)c1,-4,-4,-6
Cc1cc2c(cc1-c1c(-c3ccccc3)ncn1Cc1cccnc1)OCO2,3,-18,-5
O=C(NCc1ccco1)N1C[C@H]2CC[C@@H]1CN(C1CCOCC1)C2,/,-1,4
COc1ccc(C(=O)C2CCCN(c3nccc(N)n3)C2)cc1OC (stereo not drawn),1,-11,-7

# Screening data from PubChem BioAssay.
